HCMV antiviral – qHTS Assay for inhibitors of the human cytomegalovirus (HCMV); HFF cells, HCMV-luciferase reporter, 72 h; active compounds read low; activity change, negative = inhibition, % at 57.5 µM; 410,000 tested, 4.5% active; AID 1259415, 2018; in the data active means activity change below about -60%; inconclusive means no clear call, values can overlap the other calls; inactive means above about -39%
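Compounds were evaluated in HFFs infected with an HCMV luciferase reporter virus (MOI 1 PFU/cell). Luciferase in lysates collected 72 h post infection served as the replication measure.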
Sm TGR block – qHTS Assay for the Inhibitors of Schistosoma Mansoni Peroxiredoxins | Schistosoma mansoni thioredoxin glutathione reductase (TGR), Q962Y6 | purified TGR, DTNB reduction, TNB absorbance 405 nm | Potency, µM (series often up to 114 µM), for inactives: at the top dose activity change, negative = inhibition, actives largely listed as inhibitors | 360,000 tested, 3% active | AID 485364, 2010; further: potency means the concentration at half of the fitted maximal effect; nearly all actives have a fitted effect of over 60% in size
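TGR 20 nM + NADPH 100 uM (dispensed conc.), cpd preinc 15 min RT; start with NADPH (500 uM addition) then DTNB (15 mM addition). Kinetic TNB absorbance, 405 nm filter. Four-parameter Hill fit across titration.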
LmPK inhibitor – qHTS Assay for Inhibitors of Leishmania Mexicana Pyruvate Kinase (LmPK); Q27686; purified LmPK, Kinase-Glo ATP luminescence, 1 h; Potency, µM (series often up to 57.5 µM), for the others: top-dose activity change, negative = inhibition, actives largely listed as inhibitors; 290,000 tested, 0.37% active; AID 1721, 2009; further: potency means the concentration at half of the fitted maximal effect
Target sequence (Q27686 whole entry, looked up): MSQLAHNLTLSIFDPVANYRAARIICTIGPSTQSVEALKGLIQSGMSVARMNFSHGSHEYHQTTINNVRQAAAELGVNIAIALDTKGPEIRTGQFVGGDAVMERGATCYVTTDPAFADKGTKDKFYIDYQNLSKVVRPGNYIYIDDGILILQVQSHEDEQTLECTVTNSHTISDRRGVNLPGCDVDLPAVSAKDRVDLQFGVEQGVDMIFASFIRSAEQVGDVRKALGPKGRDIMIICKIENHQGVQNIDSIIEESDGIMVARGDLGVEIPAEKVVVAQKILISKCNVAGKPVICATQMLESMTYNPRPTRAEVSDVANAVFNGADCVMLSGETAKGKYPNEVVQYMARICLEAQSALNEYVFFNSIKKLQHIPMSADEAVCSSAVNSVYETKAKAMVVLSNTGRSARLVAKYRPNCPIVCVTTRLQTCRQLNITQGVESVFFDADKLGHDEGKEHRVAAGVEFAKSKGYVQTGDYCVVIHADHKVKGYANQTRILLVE
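qHTS format; LmPK 0.1 nM; substrates PEP 0.5 mM and ADP 0.1 mM. One-hour room-temperature incubation, then coupled luciferase luminescence; 0.5 nM enzyme wells mark activation.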
Tb PYK inh – qHTS of Trypanosoma Brucei Inhibitors. 410,000 tested, 0.12% active. Potency, µM (titrated, usually from 76.8 µM), for inactives: at the top dose activity, negative = inhibition, actives largely listed as inhibitors. TbPYK enzyme, Kinase-Glo Plus ATP luminescence, 45 min. pyruvate kinase (Trypanosoma brucei), Q57TT1; further: potency means the concentration at half of the fitted maximal effect; nearly all actives have a fitted effect of over 50% in size
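TbPYK + substrate in 50 mM TEA pH 7.2, 100 mM KCl, 10 mM MgCl2, 0.05% BSA, 0.01% Tween-20; cpd pinned; ADP 130 uM final; 45 min RT; Kinase-Glo Plus 10 min; luminescence endpoint.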
AMA1 RON2 block – qHTS for Inhibitors of AMA1-RON; Towards Development of Antimalarial Drug Lead: Primary Screen | AlphaScreen AMA1-biotinylated RON2 peptide binding | 360,000 tested, 0.2% active | AID 720542, 2013 | Plasmodium falciparum AMA1 (3D7) - RON2 peptide interaction | Potency, µM (top dose mostly 58.2 µM), for the others: at the top dose activity change, negative = inhibition, hits mostly inhibitors;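 further: potency means the concentration at half of the fitted maximal effect; 0% = vehicle wells and -100% = peptide control; nearly all actives have a fitted effect of over 45% in size; some results filed as inactive show a strong effect at the top dose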
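AMA1 (3D7) with his tag at 25 nM final met compounds first, then biotinylated RON2 peptide at 25 nM; detection used donor plus acceptor beads, 10 µg/mL apiece, read by AlphaScreen after 30 min at room temperature.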
AmpC inh no detg – qHTS Inhibitors of AmpC Beta-Lactamase (assay without detergent); P00811; AmpC nitrocefin hydrolysis, absorbance 480 nm, 0.0001% Triton; Potency, µM (series often up to 57.1 µM), for inactives: at the highest dose activity change, negative = inhibition, usual class: inhibitors; 330,000 tested, 0.52% active;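 further: potency means the concentration at half of the fitted maximal effect; plate controls were no compound for no effect and no enzyme for full effect; nearly all actives have a fitted effect of over 20% in size; some results filed as inactive show a strong effect at the top dose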
Target sequence (P00811 whole entry, looked up): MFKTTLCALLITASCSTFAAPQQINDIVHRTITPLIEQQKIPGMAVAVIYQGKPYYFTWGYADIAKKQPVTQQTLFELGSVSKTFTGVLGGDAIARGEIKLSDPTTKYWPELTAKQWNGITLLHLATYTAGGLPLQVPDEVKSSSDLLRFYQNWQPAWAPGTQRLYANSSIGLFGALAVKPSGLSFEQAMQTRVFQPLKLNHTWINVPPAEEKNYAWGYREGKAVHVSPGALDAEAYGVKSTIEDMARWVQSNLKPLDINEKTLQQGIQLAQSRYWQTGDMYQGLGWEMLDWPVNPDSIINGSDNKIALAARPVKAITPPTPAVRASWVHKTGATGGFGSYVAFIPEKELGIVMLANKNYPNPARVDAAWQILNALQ
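20 mM phosphate pH 7.0 + 0.01% (detergent screen) or 0.0001% Triton X-100; 5.3 nM AmpC reagent; cpd preinc 15 min RT; nitrocefin (800 uM stock) to start; A480 q20 s × 4 min; Activity was normalised to no-enzyme and no-compound control wells.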
AmpC detergent – qHTS Inhibitors of AmpC Beta-Lactamase (assay with detergent) | 370,000 tested, 0.041% active | Potency, µM (titrated, usually from 114 µM), for the others: at the top dose activity change, negative = inhibition, usual class: inhibitors | AmpC hydrolysis of nitrocefin, absorbance 480 nm, 0.01% Triton;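 further: potency means the concentration at half of the fitted maximal effect; 0% = no-compound wells and -100% = no-enzyme wells; nearly all actives have a fitted effect of over 25% in size; some results filed as inactive show a strong effect at the top dose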
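AmpC (5.3 nM in the dispensed reagent) in 20 mM phosphate pH 7.0 with 0.01% (detergent screen) or 0.0001% Triton X-100 was preincubated with compounds for 15 min at room temperature. Nitrocefin was then added from an 800 uM solution, and hydrolysis was followed at 480 nm.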
* marks the source's active call; other numbers are inactive results; ? = inconclusive; · = no result given; & = joins results of further samples; [ ] = remark or other dose. Unless noted, the call rests on the fitted dose curve; in most records, active means well fitted curve in the direction sought with a large enough effect; inconclusive means small, poorly fitted or top-dose-only effect, or another doubt; inactive means no such curve, though single readings can be large; an effect the other way counts as inactive or inconclusive. Unless noted, on the % scale 0 is the no-effect control and ±100 the full control effect.

SMILES | HCMV antiviral | Sm TGR block | LmPK inhibitor | Tb PYK inh | AMA1 RON2 block | AmpC inh no detg | AmpC detergent
Fc1ccc(-c2csc(-c3ccc(C4SCCS4)cc3)n2)cc1F | 16.1 | 13.2% | 3.3% | 1.7% | 9.2% | -14.4% | -3.8%
CCOC(=O)C1(C)NC(c2ccc(N(C)C)cc2)C2C(=O)N(c3ccc(OC)cc3)C(=O)C21 (centres undefined) | -13.0 | 11.8% | 2.1% | -5.2% | 16.5% | -4.2% | -13.5%
Cc1c(C(=O)Nc2ccccc2)c2ccc(C(F)(F)F)cc2n1O | -94.6* | · | · | -6.7% | -1.7% | · | ·
O=C(CNC(=O)c1ccccc1F)NCCCN1CCCC1=O | 0.8 | -1.2% | · | 0.2% | 9.9% | -16.2% | -4.9%
O=C1CC(c2cc(Br)ccc2F)c2cc3c(cc2N1)CCC3 (centres undefined) | -73.4* | 8.7% | 2.9% | 1.4% | -3.8% | -27.4% | -1.5%
Cc1onc(-c2c(F)cccc2Cl)c1C(=O)Nc1sc2c(c1C#N)CCC(C(C)(C)C)C2 (centres undefined) | -8.8 | 4.2% | 2.2% | -6.5% | -22.7% | -40.1% | 3.9%
N#C/C(=N\Nc1ccc([N+](=O)[O-])cc1)C(=N)N1CCOCC1 | 48.7 | -1.5% | -1.0% | 0.6% | 10.2% | -13.6% | -8.2%
O=C(OCC1CC(c2ccccn2)=NO1)c1ccc(Br)cc1 (centres undefined) | 8.5 | -0.8% | -0.8% | -2.5% | -4.5% | 13.9% | ?
COc1cccc(-n2cnc3sc(-c4ccccc4)cc3c2=O)c1 | 10.6 | · | · | -5.7% | -1.4% | · | ·
CCOc1cc(/C=N/NC(=O)c2ccccc2OCc2ccc(F)cc2)ccc1O | -82.1* | -5.4% | · | 1.9% | 15.2% | -21.5% | -1.9%
COc1ccc(CNc2nc(-c3ccco3)nn2C(=O)CC(C)C)cc1 | 72.1 | -22.7% | · | 0.1% | · | · | -8.6%
O=C1NN(c2ccccc2)C(=O)/C1=C\c1coc2ccc(O)cc2c1=O | 14.9 | 15.8µM* | -22.3% | ? | -17.1% | -36.5% | ?
CNC(=O)C1CC(=O)N(c2ccc(OCC(=O)NCc3ccccc3)cc2)C1 (centres undefined) | 15.7 | 2.2% | -3.2% | 0.0% | -17.7% | -6.0% | ?
Cc1cccc(-c2c3c(=O)n(C)c(=O)n(C)c3cn2CC2CCCO2)c1 (centres undefined) | 9.9 | 35.5µM* | -0.7% | -12.9% | 11.5% | -11.6% | -1.9%
O=C(O)CNS(=O)(=O)c1ccc2[nH]c(=O)c(=O)[nH]c2c1 | 28.3 | 5.8% | -1.8% | 3.9% | 8.5% | -12.4% | -4.9%
Oc1ccc(N2CCN(c3nnnn3-c3ccccc3)CC2)cc1 | -62.9* | -21.8% | 8.0% | -12.6% | -5.0% | -28.3% | -11.6%
Cc1cc(C(=O)Nc2ccc(Cl)cc2)on1 | -29.6 | 3.4% | -0.2% | -0.9% | 1.0% | -18.7% | 4.5%
CCn1c(SCC(=O)Nc2ccc(C(C)=O)cc2)nc2ccccc21 | 58.6 | 6.9% | -9.7% | 5.7% | -10.4% | -0.8% | -6.0%
Cc1c(C(=O)OCC(=O)NCCc2ccc(S(N)(=O)=O)cc2)oc2ccccc12 | -22.0 | -0.1% | · | 5.6% | -4.7% | -4.3% | 1.0%
CN(C)c1cc[n+](CC(=O)Nc2ccc(Oc3ccccc3)cc2)cc1 | -97.8* | 7.4% | 4.9% | 2.8% | -2.4% | 38.3% | 6.2%
Cc1ccc(S(=O)(=O)N(CC(=O)N2CCC(C(N)=O)CC2)Cc2ccc(F)cc2)cc1 | · | -3.0% | -3.9% | 1.9% | 0.0% | 107.8%[activator] | ?
O=C(Nc1nnc(C2=COCCO2)o1)c1cccc([N+](=O)[O-])c1 | 13.5 | 4.6% | -2.9% | -4.4% | 68.4%[activator] | -8.6% | -2.7%
O=C(CCC1N=C2c3ccccc3N=C(SCC(=O)Nc3ccccc3F)N2C1=O)NCc1cccs1 (centres undefined) | 6.3 | 4.4% | · | -15.2% | · | · | 14.0%
COc1ccc2c(c1)-c1ccccc1S(=O)(=O)N(C)C2 | 5.9 | · | · | -13.4% | 12.4% | -24.3% | ·
N#Cc1ccc(N/N=C/c2ccccc2)c([N+](=O)[O-])c1 | -33.8 | 4.1% | -6.8% | -2.9% | -12.3% | -5.7% | ?
COc1ccc([C@H]2CC(=O)C[C@@H](CCn3cc(-c4ccc(F)cc4)nn3)O2)cc1 | -15.2 | · | · | -3.7% | 7.1% | · | ·
CC(C)CC1=NC(C(F)(F)F)(C(F)(F)F)c2c(n(CC(C)C)c(=O)[nH]c2=O)N1 | 14.6 | 3.5% | 2.8% | -2.4% | -1.7%[11.6 µM] | -10.5% | ?
Cn1cnnc1SCC(=O)Nc1ccccc1C(=O)NC1CCCC1 | 14.0 | 0.0% | 1.4% | 3.7% | 5.8% | -6.9% | ?
COc1ccc(NC(=O)c2ccc(CNc3c(NC4CCCCC4)c(=O)c3=O)cc2)cc1OC | -20.4&3.2 | -1.0% | 7.6% | -6.4%&-2.4% | 0.0%&13.8% | 7.1% | 8.9%
CN(C)S(=O)(=O)c1cccc(NC(=O)c2cc(-c3cccs3)nn2-c2ccccc2)c1 | ? | 5.2% | 0.5% | -5.3% | -13.1% | -11.6% | 3.6%
CN(C)C1=NCC(CSC(=N)N)S1 (centres undefined) | ? | 2.3% | 2.6% | -0.9% | 15.2% | -18.3% | 1.3%
O=C(COc1ccccc1Cl)NCCCNC(=O)c1cccnc1 | -11.6 | 2.2% | -0.1% | -2.7% | -5.3% | -5.2% | 1.3%
c1ccc(-c2nc(CSc3n[nH]c(-c4cccs4)n3)cs2)cc1 | 31.1 | -0.1% | 2.1% | -6.1% | -2.6% | -41.5% | 1.6%
CCOc1ccc(-c2noc(COC)n2)cc1OC | 75.1 | -6.0% | -4.9% | -8.1% | 8.9% | -15.4% | 1.8%
CC(c1ccccc1C(O)(c1ccccc1)c1ccccc1)N(C)C (centres undefined) | -68.8* | -17.2% | 0.4% | -2.4% | -11.2% | 42.1% | -12.1%
O=C(Nc1ccccn1)NC1CCCCC1 | 21.6 | 3.8% | 3.9% | 5.9% | 9.3% | -14.3% | ?
COc1ccc(N2C(=O)C3CCCN3C2c2cccc(C)c2)cc1Cl (centres undefined) | 4.8 | -3.3% | 4.5% | 8.3% | -10.4% | 85.9%[activator] | 1.7%
O=C(CSc1nnnn1-c1ccccc1)N1CCc2ccccc2C1 | -2.1 | -6.8% | 1.4% | 0.3% | 0.2% | -23.2% | -14.1%
O=C(COc1ccccc1Cl)Nc1ccccc1C(=O)Nc1cccc(C(=O)O)c1 | 0.0 | 3.5% | 0.0% | 0.0% | -5.4% | -24.2% | 0.1%
C=CCn1c(SCc2ccccc2C#N)nnc1-c1cc(Br)ccc1O | 6.6 | -9.3% | 0.6% | -2.6% | 24.2% | -28.9% | -5.2%
CC1=C(C#N)C(=O)N(C2CCS(=O)(=O)C2)C(=O)/C1=C\c1ccc(C)o1 (centres undefined) | · | 15.8µM* | 4.8% | · | · | 13.4% | -12.4%
O=C(NCc1cccnc1)C1CCN(c2ccc(S(=O)(=O)N3CCOCC3)cc2Cl)CC1 | -36.6 | -3.9% | 1.0% | -5.6% | -1.9% | 75.3%[activator] | 5.4%
C/C(CC(=O)Nc1ccc(Cl)cc1C(F)(F)F)=N\NC(N)=S | -36.3 | 1.5% | -7.8% | -4.7% | 75.1%[activator] | 9.8% | 2.8%
COc1ccc(OC)c(-n2nnnc2SCC(=O)Nc2ccccc2N2CCOCC2)c1 | ? | 4.7% | -5.9% | -12.0% | 1.4% | 52.3% | 0.0%
Cc1ccc(CN2C(=O)c3ccccc3Sc3ccc(C(=O)NC4CCCC4)cc32)cc1 | -26.2 | 12.3% | · | 0.3% | · | · | 5.6%
Nc1cccc(CP(=O)(c2ccccc2)c2ccccc2)c1 | -9.7 | 1.2% | · | -3.4% | -5.8% | -42.8% | -0.9%
COc1cc(CO)cc(Br)c1OCC(=O)Nc1cccc2ccccc12 | -27.6 | -8.2% | -0.8% | -1.0% | -7.1% | -3.6% | ?
O=C(Nc1ccccc1Sc1ccccc1)c1ccccc1 | ? | 1.1% | 3.5% | -1.5% | 41.6%[activator] | -14.2% | 1.9%
COc1ccc(S(=O)(=O)N(CC(=O)NCc2cccnc2)Cc2ccccc2)cc1 | 0.0 | -31.2% | -2.5% | 4.7% | ? | 5.4% | 2.1%
CC(C)CC(O)(CC(C)C)C(=O)NNc1ccccc1 | -7.6 | -7.4% | 1.9% | -3.0% | 1.1% | -17.7% | -9.7%
CCCn1c(N2CCN(CC(=O)c3c(C)n(C)c4ccccc34)CC2)nc2c1c(=O)[nH]c(=O)n2C | 7.2 | -14.1% | -3.8% | 5.1% | -3.3% | 35.7% | -17.2%
O=C(Nc1cccc(C(F)(F)F)c1)c1cc(-c2ccc(Cl)s2)nc2ccccc12 | -1.1 | 3.9% | · | 0.2% | · | · | 18.6%

Given with two lines to a compound: part of the list above
Below each SMILES – HCMV antiviral	Sm TGR block	LmPK inhibitor	Tb PYK inh	AMA1 RON2 block	AmpC inh no detg	AmpC detergent
Cc1ccc(CN2C(=O)c3ccccc3Sc3ccc(C(=O)NC4CCCC4)cc32)cc1
    -26.2	12.3%	·	0.3%	·	·	5.6%
Nc1cccc(CP(=O)(c2ccccc2)c2ccccc2)c1
    -9.7	1.2%	·	-3.4%	-5.8%	-42.8%	-0.9%
COc1cc(CO)cc(Br)c1OCC(=O)Nc1cccc2ccccc12
    -27.6	-8.2%	-0.8%	-1.0%	-7.1%	-3.6%	?
O=C(Nc1ccccc1Sc1ccccc1)c1ccccc1
    ?	1.1%	3.5%	-1.5%	41.6%[activator]	-14.2%	1.9%
COc1ccc(S(=O)(=O)N(CC(=O)NCc2cccnc2)Cc2ccccc2)cc1
    0.0	-31.2%	-2.5%	4.7%	?	5.4%	2.1%

Compound activity (PubChem)
